High-throughput results deposited in PubChem by several laboratories.
Shn3 inh set2: reduces Shn3 3'UTR luciferase signal in osteoblasts | Clone20 osteoblast Shn3 3'UTR firefly luciferase, 24 h | inhibition, % at 12.5 µM | 360,000 tested, 0.52% active | AID 588674;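 active means mean inhibition of at least 75% with every replicate also reaching 75%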;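 further: 0% = median of neutral control wells and 100% = pilot-screen positive control compound; some compounds past the cut are filed as inactive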
MITF TRPM1 inh: MITF TRPM1 promoter inhibition in SK-MEL-5 cells | SK-MEL-5 TRPM1 promoter luciferase, 24 h | inhibition, % at 12.5 µM | 330,000 tested, 0.83% active | AID 488899;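 active means mean inhibition across replicates of 60% or more, whatever share of single replicates reaches that level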; further: values of inactives mirror those of a sister screen read the other way
Peg3 promoter: Peg3 promoter activity inhibition | AID 588405 | inhibition, % at 20 µM | 360,000 tested, 1.7% active | HeLa PEG-Prom luciferase reporter, luminescence, overnight;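 active means inhibition of at least 50% at 20 µM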
HIF-2a block: inhibitors of HIF-2a; 786-0 RCC cells HIF-2a reporter, luciferase luminescence, overnight; 360,000 tested, 0.72% active; inhibition, % at 18.8 µM;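 active means inhibition of the luminescence signal of 40% or more relative to plate controls, in a single-dose primary screen at 18.75 µM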
KKLEB tox: counter-screen for CF NF-kB inhibitors: cytotoxicity. KKLEB CF airway cells viability, ATPlite luminescence, overnight; active compounds read low; cells stimulated with P. aeruginosa culture filtrate. activity change (cytotoxicity), % at 5 µM. 360,000 tested, 0.36% active;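 active means corrected activity change at or below -50% at 5 µM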
iPSC survival up: increases survival of single human iPS cells; 360,000 tested, 0.044% active; hiPSC single-cell survival, ATPlite luminescence; 100% = ROCK inhibitor wells, 0% = DMSO; survival enhancement, % at 20 µM; in the data active means survival enhancement above about 18%;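 further: cells exposed to compounds for 16 hours before the ATP read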
TRAIL sens C8: caspase-8 TRAIL sensitization | NB7+C8 cells + TRAIL, ATPlite viability luminescence | inhibition (viability loss, TRAIL sensitization), % at 10 µM | 360,000 tested, 1% active | AID 624354;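 active means compounds causing at least 50% loss of cell viability in the single-dose screen, relative to plate controls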
NR2E3 ag-1: NR2E3 (human) agonism; GST-NR2E3/biotin-RetCOR TR-FRET, 1536-well; AID 2300; Q9Y5X4; inhibition of corepressor binding, % at 4.78 µM; 320,000 tested, 0.12% active;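 active means percent inhibition above the cutoff of mean plus 3 SD of all tested compounds, set per screening campaign, cut at about 20% in these data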;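 further: 0% = DMSO wells and 100% = biotin wells as full block of FRET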
Target sequence (Q9Y5X4 whole entry, looked up): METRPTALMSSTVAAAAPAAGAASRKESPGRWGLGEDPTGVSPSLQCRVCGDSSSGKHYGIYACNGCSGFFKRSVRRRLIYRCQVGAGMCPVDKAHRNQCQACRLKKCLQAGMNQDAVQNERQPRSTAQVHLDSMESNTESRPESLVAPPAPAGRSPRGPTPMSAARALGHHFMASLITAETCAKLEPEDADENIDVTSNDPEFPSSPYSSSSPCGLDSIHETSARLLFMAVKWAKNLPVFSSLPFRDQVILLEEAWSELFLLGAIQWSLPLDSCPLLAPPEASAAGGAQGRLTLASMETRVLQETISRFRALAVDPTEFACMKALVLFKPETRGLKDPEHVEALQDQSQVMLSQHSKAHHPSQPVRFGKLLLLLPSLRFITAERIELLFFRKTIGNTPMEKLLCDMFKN
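Material: NR2E3–RetCOR corepressor complex / Amount: 1.35 nM GST-NR2E3 / Medium: Tris pH 7.5 / Compound: single nominal compound dose of 4.8 µM / Incubation: 5 h at 4 °C / Technique: TR-FRET, Eu(K)-anti-GST donor, streptavidin-D2 acceptor, ex 340, em 617/671 nm / Read-out basis: percent loss of FRET ratio relative to control wells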
EBV LMP1 NFkB: reduces LMP1-driven NF-kappaB luciferase signal. LMP1-induced NF-kappaB luciferase reporter cells, luminescence. inhibition, % at 12.5 µM. 350,000 tested, 0.69% active; in the data active means inhibition above about 41%;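 further: 0% = neutral control wells and 100% = reference inhibitor control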
NR2E3 ag-2: activates human NR2E3 receptor. AID 602229. CHO-S Gal4-NCOR/VP16-NR2E3 two-hybrid, luciferase. 360,000 tested, 0.35% active. inhibition of corepressor binding, % at 3.98 µM;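 active means inhibition above the mean of all tested compounds plus 3 SD, cut at about 70% in these data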;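 further: 0% = DMSO with NR2E3 transfected cells and 100% = cells lacking NR2E3 construct; higher means lower luciferase signal from less NR2E3 corepressor binding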
CF NFkB inh: inhibitors of cystic fibrosis induced NF-kB. KKLEB NF-kB-GFP reporter, PAF-induced, GFP fluorescence overnight. inhibition, % at 5 µM. 360,000 tested, 0.86% active. AID 588850;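 active means at least 50% inhibition at 5 µM, scaled per plate between neutral and stimulator controls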;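 further: PAF is a Pseudomonas aeruginosa culture filtrate used as stimulus; plate controls were PAF-stimulated DMSO wells for no effect and unstimulated DMSO wells for full effect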
The depositor's hits bear a star. These rows are one share of the data. The share of hits here may be higher or lower than overall.

How did CSc1ccccc1NC(=O)COC(=O)c1cnc(C)cn1 do in these assays?
Shn3 inh set2: -22; MITF TRPM1 inh: 17; Peg3 promoter: 13; HIF-2a block: 4; KKLEB tox: 5; iPSC survival up: -0.1; TRAIL sens C8: -13; EBV LMP1 NFkB: 4; NR2E3 ag-2: 5; CF NFkB inh: 5

What do the screens show for `O=C(N/N=C/c1cc([N+](=O)[O-])ccc1Cl)c1ccc2nc[nH]c2c1`?
Shn3 inh set2: -1; MITF TRPM1 inh: -5; Peg3 promoter: 9; HIF-2a block: 22; KKLEB tox: -6; iPSC survival up: 1.5; TRAIL sens C8: -10; NR2E3 ag-1: 3; EBV LMP1 NFkB: 3; NR2E3 ag-2: -13; CF NFkB inh: -11

How did O=C(Cn1cc(S(=O)(=O)Cc2ccccc2F)c2ccccc21)N1CCOCC1 do in these assays?
Shn3 inh set2: -3; MITF TRPM1 inh: -6; Peg3 promoter: 4; HIF-2a block: -12; KKLEB tox: 22; iPSC survival up: 0.9; TRAIL sens C8: 4; NR2E3 ag-1: 1; EBV LMP1 NFkB: -4; NR2E3 ag-2: -11; CF NFkB inh: -42

How did COc1cccc(CN(C)C(=O)c2cccc(S(=O)(=O)NCc3ccccc3)c2)c1OC do in these assays?
Shn3 inh set2: -5; MITF TRPM1 inh: 15; Peg3 promoter: 14; HIF-2a block: 2; KKLEB tox: 0; iPSC survival up: 0.6; TRAIL sens C8: -6; NR2E3 ag-1: -1; EBV LMP1 NFkB: 3; NR2E3 ag-2: 23; CF NFkB inh: -2

What do the screens show for `CCOC(=O)c1sc(NC(=O)CSc2ncn(-c3ccccc3)n2)nc1C`?
Shn3 inh set2: 4; MITF TRPM1 inh: 2; Peg3 promoter: 14; HIF-2a block: 12; KKLEB tox: -10; iPSC survival up: -0.2; TRAIL sens C8: 7; NR2E3 ag-1: 0; EBV LMP1 NFkB: 0; NR2E3 ag-2: -17; CF NFkB inh: -10

Results for CCCCNC(=O)c1nc(C2CCN(S(=O)(=O)c3c(F)cccc3F)CC2)oc1-c1cccc(C(F)(F)F)c1 ?
Shn3 inh set2: 10; Peg3 promoter: 6; HIF-2a block: 13; KKLEB tox: 5; iPSC survival up: -0.1; TRAIL sens C8: -4; NR2E3 ag-2: -2; CF NFkB inh: 2

How did CSc1ccccc1NC(=O)c1ccc([N+](=O)[O-])cc1 do in these assays?
Shn3 inh set2: -26; MITF TRPM1 inh: -14; Peg3 promoter: -17; HIF-2a block: -48; KKLEB tox: 2; iPSC survival up: 1.5; TRAIL sens C8: -15; NR2E3 ag-1: 3; EBV LMP1 NFkB: 1; NR2E3 ag-2: -19; CF NFkB inh: -8

How did CC(C)CCN1C(Nc2ccccc2)=NC[C@@H]1C do in these assays?
Shn3 inh set2: -7; MITF TRPM1 inh: 3; Peg3 promoter: -14; HIF-2a block: 14; KKLEB tox: -1; iPSC survival up: -2.3; TRAIL sens C8: -14; NR2E3 ag-1: 2; EBV LMP1 NFkB: 1; NR2E3 ag-2: 0; CF NFkB inh: 8

Results for CCCNCc1cc(OC)c(OCC(=O)Nc2ccccc2)cc1Br ?
Shn3 inh set2: -11; MITF TRPM1 inh: -13; Peg3 promoter: -26; HIF-2a block: -32; KKLEB tox: 5; iPSC survival up: 0.6; TRAIL sens C8: -4; NR2E3 ag-1: 0; EBV LMP1 NFkB: -23; NR2E3 ag-2: -32; CF NFkB inh: 7

Results for COc1ccc(NC(=O)c2cn(-c3ccccc3)nc2-c2ccncc2)cc1 ?
Shn3 inh set2: 19; MITF TRPM1 inh: -12; Peg3 promoter: 5; HIF-2a block: -8; KKLEB tox: 10; iPSC survival up: -0.8; TRAIL sens C8: -10; NR2E3 ag-1: 5; EBV LMP1 NFkB: -3; NR2E3 ag-2: -6; CF NFkB inh: -7

What do the screens show for `O=C(c1ccc(NS(=O)(=O)c2ccccc2)cc1)N1CCN(Cc2ccc3c(c2)OCO3)CC1`?
Shn3 inh set2: 11; MITF TRPM1 inh: 12; Peg3 promoter: 8; HIF-2a block: 12; KKLEB tox: 2; iPSC survival up: 0.7; TRAIL sens C8: -4; NR2E3 ag-1: -3; EBV LMP1 NFkB: 3; NR2E3 ag-2: 5; CF NFkB inh: 12

Results for CC(=O)Nc1ccc(NC(=O)CSc2n[nH]c(-c3cccs3)n2)cc1 ?
Shn3 inh set2: -16; MITF TRPM1 inh: 19; Peg3 promoter: 10; HIF-2a block: 7; KKLEB tox: 10; iPSC survival up: 1.3; TRAIL sens C8: -7; NR2E3 ag-1: 5; EBV LMP1 NFkB: 4; NR2E3 ag-2: -9; CF NFkB inh: 7

Results for O=C(NCc1ccccc1)c1onc(CSc2ccc(F)cc2)c1C(=O)NCCCN1CCOCC1 ?
Shn3 inh set2: 8; MITF TRPM1 inh: -1; Peg3 promoter: 7; HIF-2a block: 21; KKLEB tox: -13; iPSC survival up: -1.2; TRAIL sens C8: 16; NR2E3 ag-1: 5; EBV LMP1 NFkB: 9; NR2E3 ag-2: 1; CF NFkB inh: -5

Results for O=C(Nc1ccc([N+](=O)[O-])cc1)c1ccc(S(=O)(=O)N2CCCC2)cc1 ?
Shn3 inh set2: -1; MITF TRPM1 inh: 3; Peg3 promoter: 19; HIF-2a block: 12; KKLEB tox: -4; iPSC survival up: -0.3; TRAIL sens C8: -6; NR2E3 ag-1: 1; EBV LMP1 NFkB: 1; NR2E3 ag-2: -26; CF NFkB inh: -5

Results for Cn1cccc1/C=C1\SC(=S)N(CC(=O)O)C1=O ?
Shn3 inh set2: 2; MITF TRPM1 inh: -2; Peg3 promoter: -62; HIF-2a block: 13; KKLEB tox: 3; iPSC survival up: -0.3; TRAIL sens C8: -1; NR2E3 ag-1: -5; EBV LMP1 NFkB: -76; NR2E3 ag-2: 13; CF NFkB inh: -20

Results for Cc1cccc(C)c1NC(=O)Cn1nnc(-c2ccc(N3CCOCC3)cc2)n1 ?
Shn3 inh set2: 0; MITF TRPM1 inh: -20; Peg3 promoter: 41; HIF-2a block: -11; KKLEB tox: -4; iPSC survival up: -2.1; TRAIL sens C8: 0; NR2E3 ag-1: 0; EBV LMP1 NFkB: -5; NR2E3 ag-2: -25; CF NFkB inh: -3

How did CC(C)C[C@H]1CN([C@@H](CC(C)C)CN2CCC[C@@H]2CN2C(=O)C(=O)NC[C@@H]2Cc2ccccc2)C(=O)C(=O)N1CC1CCCCC1 do in these assays?
Shn3 inh set2: -10; MITF TRPM1 inh: 5; Peg3 promoter: 16; HIF-2a block: -1; KKLEB tox: -5; iPSC survival up: 1.2; TRAIL sens C8: -9; EBV LMP1 NFkB: 5; NR2E3 ag-2: -34; CF NFkB inh: -3

What do the screens show for `CCn1ccnc1CN1CCN(CCC(C)C)C(CCO)C1` (stereo not given)?
Shn3 inh set2: 10; MITF TRPM1 inh: -7; Peg3 promoter: 3; HIF-2a block: 11; KKLEB tox: -2; iPSC survival up: 0.7; TRAIL sens C8: -1; NR2E3 ag-1: 0; EBV LMP1 NFkB: 4; NR2E3 ag-2: -7; CF NFkB inh: -2

Results for COc1cc(CNc2ncnc3c2ncn3[C@H]2CN(Cc3ccc(-c4ccccc4)cc3)C[C@@H](CO)O2)cc(OC)c1OC ?
Shn3 inh set2: 48; Peg3 promoter: 32; HIF-2a block: -43; KKLEB tox: -10; iPSC survival up: 4.8; TRAIL sens C8: 22; NR2E3 ag-2: 37; CF NFkB inh: 4

What do the screens show for `CC(C)(C)NC(=O)c1ccccc1NC(=O)C1CC(=O)N(C2CCCCC2)C1` (stereo not given)?
Shn3 inh set2: -22; MITF TRPM1 inh: 2; Peg3 promoter: 1; HIF-2a block: 2; KKLEB tox: 13; iPSC survival up: -0.3; TRAIL sens C8: -2; NR2E3 ag-1: 4; EBV LMP1 NFkB: -12; NR2E3 ag-2: -31; CF NFkB inh: -17

Results for O=c1[nH]c(-c2ccccc2F)nc2c1sc(=S)n2Cc1ccccc1 ?
Shn3 inh set2: 11; MITF TRPM1 inh: 2; Peg3 promoter: 37; HIF-2a block: 7; KKLEB tox: 6; iPSC survival up: -2.6; TRAIL sens C8: 10; NR2E3 ag-1: 1; EBV LMP1 NFkB: 11; NR2E3 ag-2: -2; CF NFkB inh: 22

How did COCC(=O)N1CCCC(C)(C(=O)Nc2cccc(Oc3ccccc3)c2)C1 (stereo not given) do in these assays?
Shn3 inh set2: 2; Peg3 promoter: 2; HIF-2a block: -2; KKLEB tox: 2; iPSC survival up: -2.2; TRAIL sens C8: -21; NR2E3 ag-2: 23; CF NFkB inh: -7

What do the screens show for `CCCNC(=O)c1ccc2c(=O)c(O)c(-c3ccc(Cl)c([N+](=O)[O-])c3)[nH]c2c1`?
Shn3 inh set2: 15; MITF TRPM1 inh: 41; Peg3 promoter: 7; HIF-2a block: 19; KKLEB tox: -7; iPSC survival up: -1.7; TRAIL sens C8: -8; NR2E3 ag-1: -4; EBV LMP1 NFkB: -3; NR2E3 ag-2: 25; CF NFkB inh: 18

Results for CCOc1ccc(OCC)c(NC(=O)CN(c2ccc(C)cc2)S(=O)(=O)c2c(C)noc2C)c1 ?
Shn3 inh set2: 47; MITF TRPM1 inh: -2; Peg3 promoter: 18; HIF-2a block: 20; KKLEB tox: -5; iPSC survival up: -0.4; TRAIL sens C8: 6; NR2E3 ag-1: 1; EBV LMP1 NFkB: -1; NR2E3 ag-2: 10; CF NFkB inh: 24

What do the screens show for `CCOC(=O)c1c(C)[nH]c(C(=O)OCC(=O)N2CCCC2=O)c1C`?
Shn3 inh set2: -9; MITF TRPM1 inh: -15; Peg3 promoter: -10; HIF-2a block: -35; KKLEB tox: -3; iPSC survival up: 0.3; TRAIL sens C8: 5; NR2E3 ag-1: 2; EBV LMP1 NFkB: 0; NR2E3 ag-2: -61; CF NFkB inh: -3

Results for O=C(c1cc(S(=O)(=O)N2CCCCC2)c(Cl)cc1N1CCOCC1)N1CCOCC1 ?
Shn3 inh set2: 3; MITF TRPM1 inh: 8; Peg3 promoter: 15; HIF-2a block: 7; KKLEB tox: -6; iPSC survival up: 4.9; TRAIL sens C8: -5; NR2E3 ag-1: 3; EBV LMP1 NFkB: 0; NR2E3 ag-2: 17; CF NFkB inh: 4

What do the screens show for `CCN(c1ccc(NC(=O)c2ccc(Cl)nc2)cc1)C(C)C`?
Shn3 inh set2: -48; MITF TRPM1 inh: -3; Peg3 promoter: -13; HIF-2a block: -39; KKLEB tox: -2; iPSC survival up: -1.6; TRAIL sens C8: -19; NR2E3 ag-1: -1; EBV LMP1 NFkB: -1; NR2E3 ag-2: -10; CF NFkB inh: -3
